OX1R FRET antag – antagonists of human orexin 1 receptor (OX1R) | Orexin/Hypocretin receptor type 1 (Homo sapiens), O43613 | OX1R-expressing cells, FRET antagonist read-out | inhibition, % at 6.6 µM | 1.8% of 330,000 active; in the data active = inhibition mostly above about 38%, no sharp cut-off; inactive = mostly below about 40%;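 note: 0% = agonist challenge alone and 100% = reference antagonist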
Target sequence (O43613 whole entry, looked up): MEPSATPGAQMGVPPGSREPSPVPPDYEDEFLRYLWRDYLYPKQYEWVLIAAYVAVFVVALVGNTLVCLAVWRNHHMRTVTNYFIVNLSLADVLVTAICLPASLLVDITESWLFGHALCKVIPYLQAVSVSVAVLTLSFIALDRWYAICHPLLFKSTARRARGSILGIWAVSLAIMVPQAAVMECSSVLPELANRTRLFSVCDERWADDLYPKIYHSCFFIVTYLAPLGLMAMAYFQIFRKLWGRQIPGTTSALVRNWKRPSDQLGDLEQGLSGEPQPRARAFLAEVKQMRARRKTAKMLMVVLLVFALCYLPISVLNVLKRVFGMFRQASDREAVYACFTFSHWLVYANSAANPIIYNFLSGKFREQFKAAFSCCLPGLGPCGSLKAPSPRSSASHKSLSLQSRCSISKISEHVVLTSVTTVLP
STK33 inh – inhibitors of purified STK33 kinase, primary screen, biochemical, ADP-Glo luminescence, homogeneous, cell-free. Serine/threonine-protein kinase 33 (Homo sapiens), Q9BYT3. MBP phosphorylation. inhibition, % at 10 µM. 0.073% of 320,000 active. AID 2661, 2010;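 active = inhibition at or above 25%, using the most active replicate where run in duplicate; inactive = inhibition below 25%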
Target sequence (Q9BYT3 whole entry, looked up): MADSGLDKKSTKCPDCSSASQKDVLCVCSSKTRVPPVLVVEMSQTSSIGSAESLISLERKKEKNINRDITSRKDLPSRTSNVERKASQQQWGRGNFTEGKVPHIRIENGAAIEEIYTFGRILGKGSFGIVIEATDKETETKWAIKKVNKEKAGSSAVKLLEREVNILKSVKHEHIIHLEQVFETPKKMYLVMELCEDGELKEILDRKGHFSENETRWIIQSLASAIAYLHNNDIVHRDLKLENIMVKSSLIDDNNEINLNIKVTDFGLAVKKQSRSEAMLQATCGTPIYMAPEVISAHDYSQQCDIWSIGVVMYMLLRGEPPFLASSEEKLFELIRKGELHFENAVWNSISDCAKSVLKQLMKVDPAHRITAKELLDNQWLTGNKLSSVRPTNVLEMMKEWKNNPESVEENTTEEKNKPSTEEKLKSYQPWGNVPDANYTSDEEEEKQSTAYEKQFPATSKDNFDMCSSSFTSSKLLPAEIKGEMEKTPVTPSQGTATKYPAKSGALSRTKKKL
KCNQ2 block – KCNQ2 potassium channel inhibitors, primary screen, cell-based, CHO-K1, FluxOR thallium flux, B-score (AID 2156); Potassium voltage-gated channel subfamily KQT member 2 (Rattus norvegicus), O88943; 20 min; stronger effect = lower value; B-score at 10 µM; 1.1% of 310,000 active;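 active = fluorescence ratio B-score at most minus 3 library SDs, with starting brightness B-score within 2 library SDs, cut at about -5.5 in these data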
* marks the source's active call; other numbers are inactive results; i = inactive; . = not tested or not shown. No enrichment for hits. Share with any hit: about 2.7%.

OX1R FRET antag	STK33 inh	KCNQ2 block	Structure
32	1.2	i	O=[N+]([O-])c1ccc(OCc2cn([C@@H](CO)c3ccccc3)nn2)c(Br)c1
22	-1.4	i	CCOC(=O)/C(N=Nc1c(C)n(C)n(-c2ccccc2)c1=O)=C(\C)O
14	-0.1	i	CC(=O)N1CCN(C(=O)c2cccc(NS(=O)(=O)c3ccc(Br)cc3)c2)CC1
21	-1.7	i	Cc1nc2ccccc2c(=O)n1-c1cccc(NS(=O)(=O)c2ccccc2)c1
14	-2.5	i	CN(c1ccccc1)S(=O)(=O)c1ccc(NC(=O)c2cccs2)cc1
10	-1.2	i	COc1nc(OC)nc(N2CCC(C(=O)NCc3cccs3)CC2)n1
17	-0.8	i	Cc1ccccc1OCC(=O)N/N=C/c1ccc2c(c1)OCCO2
11	0.1	.	CC(C)c1nc2ccc(NC(=O)C3CCCCC3)cc2[nH]1
9	0.3	i	COc1ccc(Cl)cc1NC(=O)CSc1nc(Nc2ccccc2)nc(N2CCOCC2)n1
8	-1.1	i	O=C(OCc1nc2ccccc2s1)c1ccc(Br)o1
24	-0.2	i	CCOC(=O)c1ccc(C(=O)OCC)c(NC(=S)Nc2ccc([N+](=O)[O-])cc2OC)c1
18	1.4	i	Cc1ccccc1C(=O)Nc1nc2c(C)csc2c(=O)s1
1	-1.1	i	OCC(Cc1ccccc1)NCc1ccccc1C(F)(F)F (stereo not given)
10	-1.3	i	O=C(COc1ccc(-c2ccccc2)cc1)NN=C1CCCC1
9	-1.3	.	O=C(N[C@H]1C/C=C\C[C@@H](CC(=O)N(CCO)Cc2ccccc2)C(=O)N2CCC[C@@H]2COC1=O)OCC1c2ccccc2-c2ccccc21
5	-1.4	i	O=S(=O)(NCCc1ccccn1)c1ccc(F)c(F)c1
18	-0.4	i	CCOC(=O)C1=C(C)N(C)C(C)=C(C(=O)OCC)C1c1ccccc1
21	0.3	i	CCCCCCCCN1[C@@H](CC(C)=O)c2cc(C(F)(F)F)ccc2S1(=O)=O
16	-0.5	i	Cc1cc(CNC(=O)CCc2nnc(CCCCc3ccccc3)o2)nn1C
7	-1.0	i	COc1cc([N+](=O)[O-])c(OC)cc1SCc1n[nH]c(=S)n1-c1ccc(F)cc1
21	-1.3	i	CC(C)N(CCNC(=O)C1CCCN(c2ncnc3c2nc2n3CCCCC2)C1)Cc1ccccc1 (stereo not given)
11	-1.2	i	O=C(CSc1nnc2scc(-c3ccccc3)n12)NCC1CCCO1 (stereo not given)
13	-3.1	i	CC(C)(C)c1cc(CN2CCCCC2)cc(C(C)(C)C)c1O
17	-1.5	i	Cc1c(C)[n+](=O)c(-c2ccc(Br)cc2)c(C)n1[O-]
-3	-1.8	i	Cc1nn(C(=O)c2cccnc2)c(C)c1Sc1ccc(Br)cc1
14	.	i	N#CCCn1c(SCC(=O)NCc2ccco2)nc2ccccc21
23	-0.5	i	CCOC(=O)c1[nH]c(=O)[nH]c1CN(Cc1ccco1)Cc1[nH]c(=O)[nH]c1C(=O)OCC
1	-0.7	-5.8*	Cc1ccc2[nH]c(C(=O)N3CCN(C(c4ccccc4)c4ccccc4)CC3)cc2c1
6	-0.1	i	CC(NC(=O)c1ccco1)C(=O)Nc1nc(-c2ccccn2)cs1 (stereo not given)
16	-1.1	i	CC1CCCCC1NC(=O)/C=C/c1nc2ccccc2s1 (stereo not given)

Part of the list above, tab-delimited.
SMILES	OX1R FRET antag	STK33 inh	KCNQ2 block
O=[N+]([O-])c1ccc(OCc2cn([C@@H](CO)c3ccccc3)nn2)c(Br)c1	32	1.2	i
CCOC(=O)/C(N=Nc1c(C)n(C)n(-c2ccccc2)c1=O)=C(\C)O	22	-1.4	i
CC(=O)N1CCN(C(=O)c2cccc(NS(=O)(=O)c3ccc(Br)cc3)c2)CC1	14	-0.1	i
Cc1nc2ccccc2c(=O)n1-c1cccc(NS(=O)(=O)c2ccccc2)c1	21	-1.7	i
CN(c1ccccc1)S(=O)(=O)c1ccc(NC(=O)c2cccs2)cc1	14	-2.5	i
COc1nc(OC)nc(N2CCC(C(=O)NCc3cccs3)CC2)n1	10	-1.2	i
Cc1ccccc1OCC(=O)N/N=C/c1ccc2c(c1)OCCO2	17	-0.8	i
CC(C)c1nc2ccc(NC(=O)C3CCCCC3)cc2[nH]1	11	0.1	.
COc1ccc(Cl)cc1NC(=O)CSc1nc(Nc2ccccc2)nc(N2CCOCC2)n1	9	0.3	i
O=C(OCc1nc2ccccc2s1)c1ccc(Br)o1	8	-1.1	i
CCOC(=O)c1ccc(C(=O)OCC)c(NC(=S)Nc2ccc([N+](=O)[O-])cc2OC)c1	24	-0.2	i
Cc1ccccc1C(=O)Nc1nc2c(C)csc2c(=O)s1	18	1.4	i
OCC(Cc1ccccc1)NCc1ccccc1C(F)(F)F (stereo not given)	1	-1.1	i

The results go on.
OX1R FRET antag	STK33 inh	KCNQ2 block	Structure
-5	-0.6	i	COc1ccc(C(=O)N2CCOC2CNC(=O)C(=O)NCc2ccc(Cl)cc2)cc1 (stereo not given)
7	0.3	.	O=C(Nc1cccc(F)c1)C1CCCN(C(=O)c2ccc(Cl)cc2)C1 (stereo not given)
10	2.5	i	CCOC(=O)c1cnc2c(C)cccc2c1NCCCN1CCOCC1
11	0.9	i	O=C(Nc1cccn2ncnc12)c1ccccc1
3	-0.8	i	COc1ccc(CN(C)CC2CCCN(CCc3ccc(F)cc3)C2)c(OC)c1OC (stereo not given)
23	-1.0	i	CN(C(=O)COC(=O)c1ccc2ccccc2n1)C1CCS(=O)(=O)C1 (stereo not given)
12	-1.0	i	CCc1ccc(N2CN(Cc3cccnc3)CNC2=S)cc1
9	-1.5	i	COc1ccc2cc(C(=O)C3CCCN(C(=O)Cc4c(C)noc4C)C3)ccc2c1 (stereo not given)
58*	.	i	COc1ccccc1NC(=O)c1ccccc1S(=O)(=O)c1ccccc1[N+](=O)[O-]
8	-1.0	i	COC(=O)Cc1c(C)c2ccc(OCC(=O)NC3CCS(=O)(=O)C3)cc2oc1=O (stereo not given)
6	-0.9	i	O=C(CSCc1ccc(Br)cc1)N1CCOCC1
12	-0.2	i	Cc1nnsc1C(=O)NNS(=O)(=O)c1ccccc1
3	-1.7	.	COc1ccc(C(C)(C)C)cc1NC(=O)C1=CC=CN2CCS(=O)(=O)N=C12
3	-1.6	i	CCN(CC)S(=O)(=O)c1cc(NC(=O)C(C)Nc2ccccc2N2CCOCC2)ccc1C (stereo not given)
10	0.1	i	CCc1c(C(=O)N/N=C/c2ccco2)nnn1-c1nonc1N
3	-1.8	i	COc1ccc(OCCC(=O)OCC(=O)c2ccc[nH]2)cc1
24	-0.5	i	CCc1[nH]nc(C(=O)NC2CCCc3c2cnn3-c2cc(C)cc(C)c2)c1C (stereo not given)
31	-0.6	i	CCC(C)(C)NC(=O)C(c1cccc(OC)c1OC)N(Cc1ccc(OC)cc1)C(=O)CCC(=O)Nc1cc(C)on1 (stereo not given)
11	-0.7	i	Cc1ccc(C2=NN(CCC(=O)NCCC(C)C)C(=O)CC2)cc1
15	-0.1	i	Cc1ccc(S(=O)(=O)CC(C)N2CCN(C3CCCCC3)CC2)cc1 (stereo not given)
17	0.0	i	CCOC(=O)c1cc2c(=O)n3cccc(C)c3nc2n(CC2CCCO2)c1=NC(C)=O (stereo not given)
9	-4.0	i	COc1ccccc1CN1CC(C(=O)NCc2cnn(C)c2)CCC1=O (stereo not given)
7	-1.4	i	Cc1ccc2nc(SCc3nc4cc(Cl)ccc4c(=O)[nH]3)[nH]c2c1
8	2.9	i	COc1ccc(-c2nn3c(-c4ccc(F)cc4)nnc3s2)cc1
23	0.7	i	NC(N)=N/N=C/c1cc([N+](=O)[O-])ccc1O
-3	10	i	Cn1cnnc1SCC(=O)c1c[nH]c2ccccc12
14	-0.5	.	CC1CN(C(=O)c2ccc(Br)c(S(=O)(=O)N3CCOCC3)c2)CC(C)O1 (stereo not given)
6	-0.7	i	O=C(NCc1ccco1)c1csc2c1CCCC2
7	-0.3	.	C[C@H]1O[C@@H](O[C@H]2CC[C@@]3(C)C(CC[C@]4(C)C3C=C[C@]35OC[C@@]6(CCC(C)(C)C[C@H]63)[C@@H](O)C[C@]54C)[C@]2(C)CO)[C@H](O)[C@@H](O[C@@H]2O[C@H](CO)[C@@H](O)[C@H](O)[C@H]2O)[C@H]1O (stereo not given in full)
11	-1.9	i	COc1ccc(CN2CCCCC2C)c(C)c1C (stereo not given)
9	0.6	i	COCC(C)N1CCC(Oc2cccc(C(=O)NCCc3ccccc3)c2)CC1 (stereo not given)
23	-1.7	i	O=S(=O)(NCCc1csc(-c2ccc(C(F)(F)F)cc2)n1)c1ccc2c(c1)OCCO2
2	-1.4	i	C/C(=N/NC(=O)c1cc(-c2cccc([N+](=O)[O-])c2)n[nH]1)c1ccc(Cl)cc1
16	-1.1	i	COc1cccc(N2CCN(S(=O)(=O)c3ccc4c(c3)N(C(C)=O)CCO4)CC2)c1
14	3.2	i	CCOc1ccc(CCNC(=O)COC(=O)Cn2cnc3ccccc3c2=O)cc1OCC
40	0.5	i	O=[N+]([O-])c1ccc(N2CCN(S(=O)(=O)c3ccccc3)CC2)c2cccnc12
9	4.7	i	COc1ccc(C)cc1S(=O)(=O)N1CCCC(C(=O)N2CCN(c3ccccc3F)CC2)C1 (stereo not given)
13	0.6	i	CCn1c(CCNC(=O)c2ccccc2Cl)n[nH]c1=S
18	0.0	i	Cc1ccc(SCC(=O)NC(=O)NCc2ccco2)c(C)c1
8	0.2	i	COc1ccc(NC(=O)CSCC(=O)Nc2nnc(C)s2)cc1
22	-0.3	i	CCC(=O)c1cc2c(C)cc(=O)oc2c(C)c1OC(C)=O
9	-1.0	i	CN(C)CCCN(C(=O)c1ccco1)c1nc2ccc(F)cc2s1
9	-0.3	i	Cc1cc(C)c(/C([O-])=C(/C(=S)Nc2ccc(SC(F)F)cc2)[n+]2ccccc2)cc1C
26	0.8	i	O=C(COc1ccc2c(-c3ccccc3)cc(=O)oc2c1)NCc1cccs1
14	0.3	i	CC(C)Cn1c(-c2ccc(Br)o2)n[nH]c1=S
5	-0.8	.	C[C@H](CO)N1C[C@H](C)[C@@H](CN(C)Cc2ccncc2)Oc2c(NC(=O)C3CC3)cccc2C1=O
6	-1.0	i	OCCN1c2ccccc2CCc2ccccc21
15	-2.7	i	Cc1ccc(C(=O)NC2CC(C)(C)NC(C)(C)C2)cc1Cl
7	0.6	i	COc1ccc(OC)c(C(c2nnnn2Cc2ccccc2)N2CCC(C(N)=O)CC2)c1 (stereo not given)
.	-1.3	i	O=C(C1CCCN(Cc2ccccc2[N+](=O)[O-])C1)N1CCCC1 (stereo not given)
18	.	i	CNC(=O)COc1ccc(C=O)cc1OC
23	.	i	CCOC(=O)/C(C#N)=C\C1=C(N2CCOCC2)CC(C)(C)OC1
7	-1.0	i	COc1ccc(OCC(=O)C2CC2)c(C#N)c1
13	0.1	i	N/C(=N\OC(=O)Nc1ccccc1)c1ccno1
31	-1.2	i	O=C(c1ccco1)N1CCN(c2ncnc3c(-c4ccc(Cl)cc4)nsc23)CC1
11	-2.1	i	CCCCCCCc1nc2c(=O)n(C)c3ccccc3c2o1
8	0.0	i	CCCCC(=O)Nc1ccc(Br)cc1C(=O)O
-2	-1.8	i	CC(C)(C)C1CCC(C(=O)Nc2nccs2)CC1 (stereo not given)
13	-0.4	i	CN(CC(=O)Nc1ccc(Cl)c(C(F)(F)F)c1)C(=O)C1CC(=O)N(Cc2ccco2)C1 (stereo not given)
4	0.0	.	C[C@H](CO)N1C[C@H](C)[C@@H](CN(C)S(=O)(=O)c2cccs2)Oc2ccc(NC(=O)Nc3ccc(C(F)(F)F)cc3)cc2C1=O

Later entries:
OX1R FRET antag	STK33 inh	KCNQ2 block	Structure
9	0.5	i	CCS(=O)(=O)C1=NN2C(=N)/C(=C\c3ccc(OCCOc4cccc(OC)c4)c(OC)c3)C(=O)N=C2S1
13	-3.5	i	COc1cccc(-n2nnnc2SCC(=O)Nc2ccc3c(c2)OCCO3)c1
19	-0.3	i	COCCNC(=O)c1ccc(CN2CCc3ccccc3C2)cc1
15	-1.3	i	Cc1cc(C)cc(N(CC(=O)N2CCN(Cc3ccccc3)CC2)S(=O)(=O)c2c(C)noc2C)c1
9	0.8	i	CCOC(=O)c1ccccc1NC(=O)CN1CCC(n2nnc3cc(C(F)(F)F)ccc32)CC1
6	-1.1	.	COc1cc2sc(-c3ccccc3OC)c(-c3ccc(OCCN4CCCCC4)cc3)c2cc1OC
8	0.5	i	COc1ccc(CN2CC(C(=O)NCCc3ccccc3)CC2=O)cc1 (stereo not given)
10	-0.8	i	Cc1ccc(NS(=O)(=O)c2cccc(C(=O)N(C)Cc3cccs3)c2)cc1
23	-0.4	i	CCOC(=O)N1CCN(c2c(N3CCc4ccccc43)c(=O)c2=O)CC1
13	-0.5	i	O=C(CCC(=O)Nc1ccccc1)NCCO
8	-4.7	i	O=C(NNC(=S)NCc1ccccc1)c1ccc(Br)o1
77*	-0.1	i	COc1ccc(S(=O)(=O)Nc2c(O)ccc3ccccc23)cc1OC
11	0.1	i	CC(Nc1ccccc1CO)C(=O)Nc1cccc(Cl)c1Cl (stereo not given)
5	-0.1	i	CC(=O)Nc1cccc(-c2nnc3n2CC(C)S3)c1 (stereo not given)
9	-0.2	i	O=C(CC(c1ccccc1)c1ccccc1)Nc1ncn[nH]1

Screens (PubChem)
